Screening data from PubChem BioAssay.
ALOX12 inh = Primary qHTS assay for inhibitors of human arachidonate 12S-lipoxygenase (ALOX12): Round 2; purified 12hLO, xylenol orange hydroperoxide absorbance; Potency, µM (top dose mostly 108 µM), inactives show at the highest dose activity change, negative = inhibition, actives largely listed as inhibitors; 1.1% of 580,000 active; AID 1671190, 2021; further: potency means the concentration at half of the fitted maximal effect; on the % scale 0 is the no-effect control and ±100 the full control effect
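Purified human 12hLO (150 nM final) in 25 mM Hepes, 0.01% Triton X-100, pH 7.0 was preincubated 15 min at room temperature with compound. Then 40 uM arachidonic acid was added, 30 min. Hydroperoxide was read by Fe-XO absorbance ratio 573/405 nm.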
G9a inh = qHTS Assay for Inhibitors of Histone Lysine Methyltransferase G9a; 8.8% of 350,000 active; Potency, µM (top dose mostly 102 µM), for inactives: at the highest dose activity, negative = inhibition, actives largely listed as inhibitors; G9a H3K9 monomethylation, AlphaScreen, 2 h; Histone-lysine N-methyltransferase EHMT2 (Homo sapiens), Q96KQ7; further: potency means the concentration at half of the fitted maximal effect; on the % scale 0 is the no-effect control and ±100 the full control effect; nearly all actives have a fitted effect of over 75% in size
Target sequence (Q96KQ7 913-1193 limits assumed): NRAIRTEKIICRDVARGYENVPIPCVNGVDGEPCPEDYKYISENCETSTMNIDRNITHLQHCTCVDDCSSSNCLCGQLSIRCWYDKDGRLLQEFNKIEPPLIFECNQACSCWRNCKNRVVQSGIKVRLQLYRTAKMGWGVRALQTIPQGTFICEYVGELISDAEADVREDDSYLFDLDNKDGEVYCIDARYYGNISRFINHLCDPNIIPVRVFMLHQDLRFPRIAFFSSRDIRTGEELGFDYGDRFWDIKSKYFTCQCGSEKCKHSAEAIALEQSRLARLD
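Signal arises when biotinylated H3K9 peptide, once monomethylated, bridges streptavidin donor and antibody-captured acceptor beads. Enzyme at 20 nM was preincubated 15 min with test compounds; peptide 500 nM and SAM 20 uM then reacted for 2 h.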
RGS4 inhibitor = Inhibitors of Regulator of G Protein Signaling (RGS) 4: qHTS | 0.039% of 390,000 active | AID 504845, 2011 | Regulator of G-protein signaling 4 (Homo sapiens), P49798 | Transcreener GDP fluorescence polarization, RGS4-accelerated GTP hydrolysis | Potency, µM (top dose mostly 114 µM), for the others: at the highest dose activity change, negative = inhibition, usual class: inhibitors; further: potency means the concentration at half of the fitted maximal effect; on the % scale 0 is the no-effect control and ±100 the full control effect; nearly all actives have a fitted effect of over 75% in size; some results filed as inactive show a strong effect at the top dose
Target sequence (P49798 whole entry, looked up): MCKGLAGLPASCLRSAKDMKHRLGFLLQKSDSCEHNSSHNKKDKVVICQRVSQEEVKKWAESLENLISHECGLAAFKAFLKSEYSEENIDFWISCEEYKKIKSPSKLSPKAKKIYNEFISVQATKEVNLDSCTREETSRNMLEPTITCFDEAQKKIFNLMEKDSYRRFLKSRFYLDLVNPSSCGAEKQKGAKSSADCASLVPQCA
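MLSMR compounds (23 nl, pin-transferred) preincubated 10 min at room temperature with a 500nM (2x) first reagent, then RGS4 at 900nM (2x) plus Transcreener GDP mix added; fluorescence polarization (620/688 nm) read before and after 90 min at 30 °C.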
HP1b binding inh = HTS for Inhibitors of HP1-beta Chromodomain Interactions with Methylated Histone Tails; AID 540317, 2011; Chromobox protein homolog 1 (Homo sapiens), P83916; AlphaScreen HP1-beta / biotin-H3K9me3 peptide binding; Potency, µM (titrated, usually from 114 µM), for the others: at the highest dose activity change, negative = inhibition, usual class: inhibitors; 0.56% of 390,000 active; further: potency means the concentration at half of the fitted maximal effect; nearly all actives have a fitted effect of over 70% in size; inactives centre near 23
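HP1-beta protein (50 nM final) preincubated 30 min at room temperature with biotinylated H3(1-18)K9me3 peptide (50 nM) in PBS pH 7.4, 0.01% Tween-20, then compound added for 30 min. AlphaScreen streptavidin donor/nickel chelate acceptor beads (10 ug/mL final), 30 min dark, luminescence read.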
ERG Ets-DNA blk = qHTS for Small Molecule Inhibitors of the ERG Ets/DNA interaction; Transcriptional regulator ERG (Homo sapiens), P11308; AID 624246, 2012; Potency, µM (highest dose often 76.9 µM), inactives show at the highest dose FP activity, negative = inhibition, usual class: inhibitors; 0.028% of 370,000 active; fluorescence polarization, His-ERG Ets domain / labelled DNA; active means well fitted inhibition curve with a large enough effect in the polarisation, with a control signal flat; inconclusive means small, poorly fitted or top-dose-only effect, or effect the other way, or a change in a side signal; inactive means no such curve, though single readings can be large or run the other way; the % refers to the polarisation;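 further: polarization taken with two DNA probes labelled with fluorescein and Texas red; potency means the concentration at half of the fitted maximal effect; % of control where 0% means no effect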
Target sequence (P11308 whole entry, looked up, the tested form may be a part): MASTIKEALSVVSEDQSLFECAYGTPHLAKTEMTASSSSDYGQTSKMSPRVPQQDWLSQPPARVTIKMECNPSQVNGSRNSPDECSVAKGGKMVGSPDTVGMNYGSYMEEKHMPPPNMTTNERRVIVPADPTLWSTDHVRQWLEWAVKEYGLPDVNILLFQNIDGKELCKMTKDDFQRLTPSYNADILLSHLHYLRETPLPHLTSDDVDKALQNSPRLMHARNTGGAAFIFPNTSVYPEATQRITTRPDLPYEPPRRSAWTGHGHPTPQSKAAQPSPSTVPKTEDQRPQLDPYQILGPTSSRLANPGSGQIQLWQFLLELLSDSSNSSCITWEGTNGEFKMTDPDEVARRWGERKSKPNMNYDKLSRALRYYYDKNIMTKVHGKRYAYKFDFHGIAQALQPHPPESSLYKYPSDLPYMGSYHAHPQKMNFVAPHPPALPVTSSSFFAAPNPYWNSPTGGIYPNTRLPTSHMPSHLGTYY
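His-tagged ERG Ets domain (1 uM in the protein solution; 300mM KCl, 50mM Tris-HCl, 1mM EDTA, 1mM DTT, pH 7.5) received compound, then a probe mix of 5 nM fluorescein-DNA and 100nM Texas-615-DNA. Fluorescence polarization was read for both dyes.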
BAZ2B block = qHTS Assay for Inhibitors of BAZ2B. AlphaScreen BAZ2B-H3K14Ac peptide displacement. AID 504333, 2011. Bromodomain adjacent to zinc finger domain protein 2B (Homo sapiens), Q9UIF8. 4.4% of 360,000 active. Potency, µM (doses to about 114 µM), for inactives: top-dose activity change, negative = inhibition, usual class: inhibitors; further: potency means the concentration at half of the fitted maximal effect; on the % scale 0 is the no-effect control and ±100 the full control effect; nearly all actives have a fitted effect of over 60% in size
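In this displacement format the biotinylated H3(5-23) peptide acetylated at Lys14 serves as ligand at 50 nM, with BAZ2B at 50 nM in PBS pH 7.4 containing 0.01% Tween-20. Donor and acceptor beads are 10 ug/mL final.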
PI4K2A inh = qHTS for small molecular inhibitors of PI4K2A. Phosphatidylinositol 4-kinase type 2-alpha (Homo sapiens), Q9BTU6. purified PI4K2A, ADP-Glo luminescence, 1 h; stronger effect = lower value. activity change, negative = inhibition, % at 76.9 µM. 0.13% of 420,000 active. AID 1346378, 2018; in the data active means activity change below about -50%; inconclusive means mostly about -30% to -49%;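 further: -100% = wells without enzyme as full effect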
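In this quantitative HTS, ADP production by PI4K2A was quantified luminescently after 1 h at ambient temperature; 100 microM adenosine served as plate-quality control.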
JMJD2A Tudor = qHTS Assay for Inhibitors of JMJD2A-Tudor Domain; Lysine-specific demethylase 4A (Homo sapiens), O75164; AlphaScreen JMJD2A-Tudor / H3K4me3 peptide binding; Potency, µM (titrated, usually from 114 µM), without a hit: at the highest dose activity change, negative = inhibition, actives largely listed as inhibitors; 4.4% of 390,000 active; further: potency means the concentration at half of the fitted maximal effect; on the % scale 0 is the no-effect control and ±100 the full control effect; nearly all actives have a fitted effect of over 50% in size
GLS inh = qHTS for Inhibitors of Glutaminase (GLS) | 0.21% of 410,000 active | Glutaminase kidney isoform, mitochondrial (Homo sapiens), O94925 | GLS enzymatic activity, qHTS titration | Potency, µM (doses to about 45.5 µM), inactives show at the top dose activity change, negative = inhibition, usual class: inhibitors; further: potency means the concentration at half of the fitted maximal effect; on the % scale 0 is the no-effect control and ±100 the full control effect
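Assay buffer: 45 mM KH2PO4 pH 8.2, 0.02% Tween-20. hKGA acts on L-glutamine (1 mM solution added); product glutamate is reported by an oxidase/peroxidase Amplex Red coupling, with fluorescence taken at baseline and 30 min.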
* marks the source's active call; other numbers are inactive results; ? = inconclusive; · = not tested or not shown; & = joins results of further samples; [ ] = remark or other dose. Unless noted, the call rests on the fitted dose curve; in most records, active means well fitted curve in the direction sought with a large enough effect; inconclusive means small, poorly fitted or top-dose-only effect, or another doubt; inactive means no such curve, though single readings can be large; an effect the other way counts as inactive or inconclusive. The list is partial; rates above refer to the full screens.

Below each compound – ERG Ets-DNA blk, PI4K2A inh, BAZ2B block, GLS inh, HP1b binding inh, ALOX12 inh, RGS4 inhibitor, G9a inh, JMJD2A Tudor
COc1ccc(NC(=O)c2nc(S(C)(=O)=O)ncc2N(Cc2ccc(C)cc2)Cc2ccco2)cc1Cl
 : 0%, -1, -26%, -9%, 28%, 6%, -5%, -34%[59 µM], -15%
Cc1ccccc1NC(=S)N1CCOCC1
 : -7%, 2, -3%, 11%, 28%, 6%, 10%, 11%[59 µM], -10%
Cc1nc2ccccc2c(=O)n1NC(=O)/C=C/c1ccc(Br)cc1
 : -1%, 1, 6%, -1%, 16%, -17%, 17%, 9%[59 µM], -14%
O=[N+]([O-])c1ccc(NS(=O)(=O)c2cccc3cccnc23)cc1
 : -9%, 0, -6%, 1%, 23%, 155%[activator], 21%, ·, -28%
COc1ccc(Cl)cc1NC(=O)CN(C)C(=O)c1ccc2c(c1)CC(c1ccccc1)OC2=O (stereo not drawn)
 : -1%, 6, -8%, -5%, 10%, 150%[activator], -15%, ?, ?
CCCCN(CC)C(=O)C1CCCN(c2ncnc3onc(C)c23)C1 (stereo not drawn)
 : -7%, 1, 10%[57.1 µM], -3%, 45%, 0%, -11%, -1%[59 µM], -3%
Cc1c(Cl)cccc1NS(=O)(=O)c1ccccc1
 : -11%, -1, ·, 8%, 3%, -2%, ?, ·, -5%
CCc1nnc(NC(=O)CSc2nccn2-c2ccc(OC)cc2)s1
 : 1%, -7, -5%, 1%, 24%[57 µM], -21%, -12%, -3%[59 µM], -17%
Nc1c(Cl)c(Cl)nc(C(=O)N/N=C/c2ccco2)c1Cl
 : 2%, 4, 0%, -10%, 44%[activator], 21%, -2%, -3%, -13%
C=C(C)CSc1nc2nc(C)cc(C)n2n1
 : ·, -1, -1%, 6%, 28%, -14%, -16%, -13%[12.7 µM], -20%
O=C(Cn1c(-c2cccs2)cc2cc(Cl)ccc21)N1CCN(c2ccccc2F)CC1
 : -8%, -2, -1%, 6%, 2%, -24%, 2%, -6%[59 µM], ?
CCc1nn(CCCC(=O)N(C)Cc2ccccc2)c(=O)c2cc3occc3n12
 : 2%, 4, -18%, -8%, 35%, 0%, -10%, 20%, -4%
Cc1ccc(C(=O)N2CCSC2=S)cc1
 : 23%[15.4 µM], 13, -32%, 1%, ?, ?, -46%, -7%, -26%
CC(=NC1CCCCC1)C1=C(O)c2ccccc2C1=O
 : ·, -2, 9%, 2%, 8%, -14%, 4%, -88%, -30%
CC(=O)Nc1ccc(S(=O)(=O)Nc2nc3ccccc3nc2Sc2nncn2C)cc1
 : 10%, 6, 23%, 0%, 26%, -1%, -20%, ?, -20%
CCOc1ccc2nc(-c3ccccc3)[nH]c2c1
 : -3%, -6, 6%, -8%, 37%, -9%, -27%, ?, -2%
CC(=O)N1c2ccc(S(=O)(=O)N3CCCC(C(=O)Nc4ccc(C)cc4C)C3)cc2CC1C (stereo not drawn)
 : -4%, -2, -1%, 0%, 28%, 2%, -8%, ·, -12%
COc1ccccc1NC(=O)C(C)Sc1nc(-c2ccccc2)cn1N (stereo not drawn)
 : -5%, 1, ?, 12%, 3%, 157%[activator], -49%, 12%[12.7 µM], -30%
CC(C)c1nnc(SCC(=O)NC2CCCCC2)n1C
 : 2%, -1, 10%, 3%, 19%, -12%, -6%, 25%, 1%
COc1ccc(OC)c2sc(NC(=O)C3CC3)nc12
 : 7%, -3, -6%, -4%, 18%, 29%, 14%, 8%, -12%
CCOC(=O)C1CCN(C(=O)C2CCN(S(=O)(=O)c3ccc4c(c3)CC(C)N4C(C)=O)CC2)CC1 (stereo not drawn)
 : 5%, 4, 0%, 5%, 37%, 9%, 41%, 21%[59 µM], -8%
CSc1ccccc1NC(=O)c1c(Br)cnn1C
 : -8%, 1, -5%, -2%, 47%[activator], -1%, -7%, 1%, 11%
O=C(N=Nc1c(O)n(C2OC(=O)c3ccccc32)c2ccccc12)c1ccc(O)cc1 (stereo not drawn)
 : 5%, -15, -4%, 7%, 32%, 0%, 6%, -14%[59 µM], -14%
CCOc1ccc2c(c1)c(N=NC(N)=S)c(O)n2C
 : -12%, -1, -19%, 3%, 46%[activator], 5µM*, 4%, 4%[59 µM], -12%
COc1ccc(NS(=O)(=O)c2cc(C(=O)Nc3ccccc3C(=O)O)ccc2C)cc1
 : 3%, -1, 4%, 26%, 29%, ?, 3%, ·, -12%
C=CCn1c(C)csc1=Nc1ccc(C(=O)O)cc1
 : -18%, -6, ·, -3%, 30%, ?, -21%, ?, -21%
O=C1CCN(S(=O)(=O)c2ccc(Cl)cc2)CC1
 : -12%, -2, 3%, 2%, 42%[activator], 0%, -9%, 38%, 6%
Cc1ccc(CN2C3=NCCCN3c3ccccc32)cc1
 : -2%, 3, 5%, 13%, -8%, 0%&5%, 5%[11.4 µM], -40%, -27%[11.4 µM]
Cc1ccc(CNC(=O)CSC2=Nc3ccccc3C3=NC(C)C(=O)N23)cc1 (stereo not drawn)
 : -2%, 2, -10%, -24%, 11%, -28%, -1%, ?, -7%
Cc1cc2nc(C3CCCN(C(=O)NCc4ccccc4)C3)[nH]c2cc1C (stereo not drawn)
 : 3%, -13, 1%, -15%, 1%, -8%, -1%[11.4 µM], 4%[0.501 µM], -8%[11.4 µM]
COc1ccc(-n2ncc3c2CC(C)(C)CC3NC(=O)CCN2CCCCC2=O)cc1 (stereo not drawn)
 : -13%, 1, -18%, 2%, 51%[activator], 5%, 6%[56.9 µM], 12%[0.501 µM], -8%
Cc1ccc(NC(=S)NC(=O)c2cccs2)cc1F
 : 10%, 0, ·, 4%, 3%, ?, -29%, ·, -12%
CC(c1ccco1)N(C(=O)c1ccccc1F)c1ccccn1 (stereo not drawn)
 : 14%, -4, 2%, 3%, 25%, -10%, -3%, -2%, -17%
CN(CCNC(=O)c1cc2c(=O)n(C)c3ccccc3c2n1C)Cc1ccccc1
 : -11%, 6, -35%, -1%, 28%, 157%[activator], -10%, 50µM*, -26%
CCN(c1ccccc1)S(=O)(=O)c1ccc(Cl)c(C(=O)OCC(=O)NC(=O)C(C)C)c1
 : -7%, -1, -3%, -3%, 46%[activator], 0%, 13%, 2%, -16%
CC(Oc1ccc2ccc(=O)oc2c1)C(=O)N1CCOCC1 (stereo not drawn)
 : -3%, 2, 7%, 2%, 26%, 12%, 12%, -7%[0.501 µM], -16%
CCCc1nnc(NC(=O)CCCC(=O)O)s1
 : 2%, 3, 11%, 13%, 8%, -7%, ?, 24%[59 µM], -3%
CCn1cc(CN2CCCC(C(=O)c3ccc(-c4ccccc4)cc3)C2)cn1 (stereo not drawn)
 : 2%, 7, -2%, -24%, 27%, -15%, -1%, ·, -25%
COc1ccccc1NS(=O)(=O)c1cc(NC(=O)/C=C/c2cccs2)ccc1N1CCOCC1
 : 1%, -4, -10%, 19%, 15%, -1%, 13%, -17%[59 µM], -26%
COc1cccc(C(=O)NC2CCN(CC(=O)Nc3cccc(C)c3C)CC2)c1
 : -1%, -2, -37%, 0%, 28%, 196%[activator], 0%, -7%, -6%
COc1ccc(NC(=O)COC(=O)c2ccc3ccccc3n2)c(OC)c1
 : -3%[15.4 µM], -1, ·, 4%, 24%, ?, ?, ·, -2%
CCN(CC)C(=O)C(C)N(C#N)c1nc(C)cc(C)n1 (stereo not drawn)
 : 2%, 3, 3%, 0%, 6%, 6%, 1%, 7%, -19%
Cc1noc(C(=O)Nc2ccc(F)c(Cl)c2)c1Cl
 : 1%, 2, 4%, -10%, 0%, 0%, 16%, -6%, 5%
N#CCSc1nnc(Cc2cccs2)n1C1CCCCC1
 : -3%, 3, 0%, 12%, 17%, 0%, 12%, -24%, 1%
COc1ccccc1N(C)S(=O)(=O)c1ccc(C(=O)OCC(=O)N(C)c2ccccc2)cc1
 : -6%, 1, ·, 7.1µM*, 17%, 9%, -4%, 17%, -15%
COc1ccc(C(=O)COc2ncnc3cc(Cl)ccc23)cc1
 : -2%, -4, -7%, -13%, 18%, -6%, -6%, 7%, -5%
